TNAP act hi DEA – increases human TNAP activity under high phosphate acceptor concentration; P05186; purified TNAP, CDP-star luminescence, 1 M DEA, 30 min; hits give high values; 0 = EDTA background, 1 = DMSO-only activity; activation factor at 20 µM; 200,000 tested, under 10 active; AID 1136;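 active means activation factor at least 2 at 20 µM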
Target sequence (P05186 whole entry, looked up): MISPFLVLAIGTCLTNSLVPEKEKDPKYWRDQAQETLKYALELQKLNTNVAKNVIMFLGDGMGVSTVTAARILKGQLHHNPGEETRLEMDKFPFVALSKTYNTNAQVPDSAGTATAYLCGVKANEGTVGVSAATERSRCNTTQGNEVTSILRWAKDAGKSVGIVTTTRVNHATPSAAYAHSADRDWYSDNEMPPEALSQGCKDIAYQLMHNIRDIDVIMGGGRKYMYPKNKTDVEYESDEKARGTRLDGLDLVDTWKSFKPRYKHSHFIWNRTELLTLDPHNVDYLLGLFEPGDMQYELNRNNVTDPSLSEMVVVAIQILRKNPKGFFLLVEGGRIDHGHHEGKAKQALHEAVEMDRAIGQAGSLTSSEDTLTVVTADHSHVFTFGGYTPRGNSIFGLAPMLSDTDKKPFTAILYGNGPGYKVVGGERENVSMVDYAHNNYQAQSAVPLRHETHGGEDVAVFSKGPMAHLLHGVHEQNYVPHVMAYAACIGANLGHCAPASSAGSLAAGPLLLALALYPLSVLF
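Control set: EDTA negative control, DMSO positive control / Assay system: human TNAP / Quantity: TNAP 1/800 final / Evaluation: TNAP activation factor scaled between EDTA and DMSO control wells / Measured by: luminescent substrate turnover signal / Compound dosing: one dose, 20 µM / Times: 30 min enzyme reaction at room temperature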
TNAP inh noacc – blocks human TNAP activity with no phosphate acceptor present; purified TNAP, CDP-star luminescence, 30 min; P05186; inhibition, % at 20 µM; 0.26% of 200,000 active; AID 1012;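 active means tissue-nonspecific alkaline phosphatase inhibition above about 50% at 20 µM in the single-dose screen, limit read from the data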;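 further: 0% = DMSO negative control and 100% = EDTA positive control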
FLuc act counter – affects firefly luciferase, flagging false hits in luciferase stimulation screens; P08659; ATPlite luciferase biochemical, luminescence, 10 min; 0 = ATP-free wells, 1 = DMSO control; activation factor at 10 µM; 200,000 tested, under 10 active; AID 1027;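 active means luciferase activation factor, scaled between plate controls, of at least 2 with compound at 10 µM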
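System: luciferase plus luciferin reagent, cell-free; medium: PBS as buffer for the ATP substrate; dosing: test compounds dosed from 2 mM stocks in 100% DMSO; timing: 10 min post-reagent at room temperature; measured by: luminescence measurement of luciferase light output; evaluation: luciferase activation, seen as luminescence increase over controls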
TNAP inh hi DEA – TNAP (human) inhibition, high acceptor; P05186; purified TNAP, CDP-star luminescence, 1 M DEA; inhibition, % at 20 µM; 0.03% of 200,000 active; AID 1135;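 active means over 50% inhibition of tissue-nonspecific alkaline phosphatase at 20 µM in the single-dose screen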;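 further: plate controls were DMSO wells for no effect and EDTA-quenched wells as full inhibition for full effect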
PMI act – activators of human phosphomannose isomerase. activation factor at 20 µM. AID 1214. P34949. purified human PMI, coupled resazurin fluorescence, 20 min; hits give high values; 1 = vehicle control, 0 substrate-free wells. 0.005% of 190,000 active;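 active means activation factor of 2 or more at 20 µM, relative to plate controls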
Diaph act CS – diaphorase activation or chemical reduction counter-screen | Diaphorase/resazurin coupled assay, resorufin fluorescence, 16 min; hits give high values; 1 = vehicle wells, 0 = NADH-free wells | activation factor at 20 µM | 0.005% of 190,000 active;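 active means diaphorase activity raised at least twofold by the compound at 20 µM; inactive means activation factor below 2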
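Assay system: bacterial diaphorase enzyme (C. kluyveri) / Input: enzyme 0.07 U/mL final / Medium: 50 mM HEPES pH 7.4 with 4.542 mM MgCl2, 0.005% Tween 20 / Doses: single compound dose of 20 µM, 1% DMSO final / Incubation: 16 min enzyme reaction, ambient temperature / Signal: fluorescence, excitation 544 nm and emission 590 nm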
Diaphorase inh – inhibits diaphorase or chemically oxidizes, flagging diaphorase assay artifacts; diaphorase resazurin-to-resorufin fluorescence, NADH, 16 min; bacterial (C. kluyveri) enzyme, not human; AID 1217; inhibition, % at 20 µM; 0.69% of 190,000 active;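 active means primary screen inhibition at 20 µM above a set limit, cut at about 50% in these data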;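 further: plate controls were DMSO with full reaction for no effect and wells lacking NADH for full effect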
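System: Diaphorase enzyme from Clostridium kluyveri | Amount: Enzyme working solution with 0.14 U/mL diaphorase | Benchmarks: No-NADH positive control and DMSO neutral control | Signal: Fluorescence of resorufin formed from resazurin, Ex 544/Em 590 nm | Schedule: 16-min room-temperature incubation before reading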
G6PDH counter – L. mesenteroides G6PDH inhibition counter-screen; inhibition, % at 5 µM; AID 1020; Purified L. mesenteroides G6PDH, diaphorase/resazurin coupled fluorescence, 45 min; 0.12% of 200,000 active; in the data active means inhibition above about 50%
HMGR II inh – inhibitors of class II HMG-CoA reductase from Enterococcus faecalis. purified E. faecalis HMGR, NADPH absorbance 340 nm kinetic. 0.41% of 190,000 active. inhibition, % at 10 µM;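 active means inhibition above a set limit, the median over all tested compounds plus 3 SD, cut at about 9.5% in these data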;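 further: enzyme runs in reverse so mevalonate oxidation gives rising NADPH absorbance; 0% = complete reaction with DMSO and 100% = background rate lacking mevalonate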
PMI act hi M6P – PMI (human) activation, high substrate; P34949; coupled PMI enzyme assay, resazurin fluorescence, 20 min; hits give high values; 1 = untreated enzyme, 0 = substrate-free blank; activation factor at 20 µM; 0.34% of 190,000 active;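 active means activation factor of 2 or more at 20 µM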
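Material: human phosphomannose isomerase with PGI, G6PDH, diaphorase coupling enzymes; amount: PMI at 15 ng/mL final; also added: Mannose-6-phosphate 1.0 mM (near-saturating) plus 0.22 mM NADP+; incubation: enzyme reaction with compound 20 min at room temperature; signal: resorufin fluorescence (Ex 544/Em 590 nm) from resazurin via diaphorase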
Active calls of the source: *. Not all compounds are listed (hit frequency here may not be typical).

Labels used below – A = TNAP act hi DEA; B = TNAP inh noacc; C = FLuc act counter; D = TNAP inh hi DEA; E = PMI act; F = Diaph act CS; G = Diaphorase inh; H = G6PDH counter; I = HMGR II inh; J = PMI act hi M6P
COC(=O)C(O)(c1ccc(N(C)C(=O)OC(C)C)cc1)C(F)(F)F (configuration not stated)
  A: 1; B: -19.1; C: 1.1; D: -0.3; E: 1; F: 0.9; G: 8.4; H: -1.7; I: 0.6; J: 1
Cc1ccsc1C(=O)C1CCCN(Cc2cccc(OCCO)c2)C1 (configuration not stated)
  A: 1; B: -6.0; C: 1; D: -0.5; E: 1; F: 0.9; G: 11.1; H: 7.7; I: -2.0; J: 0.9
COC(=O)c1cc2c(s1)=NC=NP=2(N1CCOCC1)N1CCOCC1
  A: 1.1; B: -11.6; C: 1; D: -5.8; E: 0.9; F: 0.7; G: 25.4; H: 8.6; I: -4.7; J: 0.9
COP(=O)(OC)C(NC(=O)/C=C/c1ccccc1)C(Cl)(Cl)Cl (configuration not stated)
  A: 1; B: -5.7; C: 1; D: -2.3; E: 1.2; F: 1; G: -1.5; H: 0.3; I: 0.1; J: 1.1
COc1cccc(O)c1CN1CCCC(C(=O)c2sccc2C)C1 (configuration not stated)
  A: 1; B: 1.3; C: 1.1; D: -3.1; E: 1; F: 0.9; G: 14.9; H: 13.5; I: -2.0; J: 1
O=C1NC(=O)C2(Cc3c(nc4ccccn4c3=O)N3CCCCCC32)C(=O)N1Cc1ccccc1 (configuration not stated)
  A: 1.1; B: -16.2; C: 1; D: -6.5; E: 0.9; F: 0.8; G: 22.3; H: -0.1; I: -6.3; J: 0.9
COc1cc(NC(=O)CN2C3CCC2CC(O)(c2cccnc2)C3)cc(OC)c1 (configuration not stated)
  A: 1; B: -4.2; C: 1; D: 0.4; E: 0.9; F: 0.9; G: 5.0; H: 7.2; I: 2.6; J: 0.9
Cc1cccc(N=Cc2c(O)n(-c3ccccc3C)c(=O)[nH]c2=O)c1
  A: 1; B: -7.4; C: 1; D: -4.7; E: 1; F: 1; G: -0.3; H: 3.1; I: 0.7; J: 1.1
COc1ccc([N+](=O)[O-])cc1N=Cc1c(O)n(CCc2ccccc2)c(=O)n(C(C)C)c1=O
  A: 1; B: -5.0; C: 1; D: 2.5; E: 1.3; F: 0.8; G: 21.4; H: -2.3; I: -2.1; J: 1.3
CC(=O)Nc1cc(C(=O)N2CCC3(CC2)OCCO3)ccc1S(=O)(=O)c1ccc(C)cc1
  A: 1; B: -10.3; C: 1; D: -4.6; E: 1.1; F: 0.9; G: 6.2; H: 7.0; I: -3.4; J: 1.1
CCCCN1C(=N)C(CC)(CC)C(=O)NC1=O
  A: 1.1; B: 22.9; C: 1.1; D: -5.4; E: 1.1; F: 0.9; G: 9.4; H: -9.1; I: -6.6; J: 1.1
O=C(OCCN1CCOCC1)C1(c2ccccc2)CCCC1
  A: 1; B: -3.0; C: 1; D: -2.9; E: 1.3; F: 1; G: -3.4; H: -0.4; I: 1.3; J: 1.2
CCN(CC)CCCOC(=O)C(OC(C)C)(c1ccccc1)c1ccccc1
  A: 1; B: -0.9; C: 1; D: 3.5; E: 1.1; F: 1; G: -0.1; H: 3.9; I: -2.0; J: 1.1
O=[N+]([O-])c1ccc(N2CCCCC2)c2ncccc12
  A: 0.8; B: 19.5; C: 1; D: 21.0; E: 0.6; F: 0.6; G: 36.3; H: 29.5; I: -3.2; J: 0.3
O=C1CN=C(c2ccc(Br)cc2)c2oc3ccccc3c2N1
  A: 0.9; B: -7.7; C: 1; D: 6.4; E: 0.9; F: 0.9; G: 8.7; H: -2.9; I: -0.7; J: 1
O=C(O)c1ccc(Cl)nc1
  A: 1; B: -9.5; C: 1; D: 0.8; E: 1; F: 0.9; G: 6.0; H: 7.1; I: -1.9; J: 1
CCC(C)N1C(=O)/C(=C\c2ccc(N3CCCCCC3)cc2)C(=O)NC1=S (configuration not stated)
  A: 1; B: 39.6; C: 0.9; D: 3.7; E: 1; F: 0.8; G: 22.7; H: 4.9; I: 2.6; J: 1.3
CN(C)C(=O)Oc1cccc(NC(=O)N2CCOCC2)c1
  A: 1; B: -0.2; C: 1.1; D: -2.4; E: 1.1; F: 1; G: -0.2; H: 12.7; I: 0.5; J: 1.1
CCN1CCN(Cc2cc(OC)c(OC)cc2[N+](=O)[O-])CC1
  A: 0.9; B: -1.1; C: 1; D: 5.3; E: 0.6; F: 0.7; G: 31.7; H: 32.2; I: -6.8; J: 0.4
CN1C2CCC1/C(=C/c1ccccn1)C(=O)/C2=C\c1ccccn1
  A: 1.1; B: -5.5; C: 1.1; D: -7.0; E: 1.1; F: 1.1; G: -13.0; H: 4.5; I: -2.1; J: 1
Cc1ccc(-c2nc3ccccc3c(=O)n2-c2ccncc2)cc1
  A: 1; B: -9.8; C: 1; D: -0.5; E: 0.9; F: 0.9; G: 7.2; H: 20.2; I: 2.4; J: 0.7
Cc1c(C(c2ccccc2Cl)c2c(O)c3ccccc3oc2=O)c(=O)n(-c2ccccc2)n1C (configuration not stated)
  A: 1; B: -4.2; C: 1; D: 0.7; E: 1; F: 0.9; G: 8.8; H: 20.9; I: -0.8; J: 1
CCOC(=O)C1(c2ccccc2)CCN(CC(=O)Nc2ccc(C)cc2)CC1
  A: 1; B: -8.0; C: 1; D: 2.0; E: 1; F: 0.9; G: 13.7; H: 4.9; I: 2.4; J: 0.9
CCN(CC)C(=O)N[C@H]1C[C@@H]2c3cccc4[nH]cc(c34)C[C@H]2N(C)C1
  A: 1; B: -8.8; C: 1.1; D: 1.2; E: 1.1; F: 1; G: 2.4; H: 8.8; I: -6.0; J: 1

Of the compounds above, these have a carbonyl joined to an NH by a bond outside any ring:
Labels used below – A = TNAP act hi DEA; B = TNAP inh noacc; C = FLuc act counter; D = TNAP inh hi DEA; E = PMI act; F = Diaph act CS; G = Diaphorase inh; H = G6PDH counter; I = HMGR II inh; J = PMI act hi M6P
COP(=O)(OC)C(NC(=O)/C=C/c1ccccc1)C(Cl)(Cl)Cl (configuration not stated)
  A: 1; B: -5.7; C: 1; D: -2.3; E: 1.2; F: 1; G: -1.5; H: 0.3; I: 0.1; J: 1.1
COc1cc(NC(=O)CN2C3CCC2CC(O)(c2cccnc2)C3)cc(OC)c1 (configuration not stated)
  A: 1; B: -4.2; C: 1; D: 0.4; E: 0.9; F: 0.9; G: 5.0; H: 7.2; I: 2.6; J: 0.9
CC(=O)Nc1cc(C(=O)N2CCC3(CC2)OCCO3)ccc1S(=O)(=O)c1ccc(C)cc1
  A: 1; B: -10.3; C: 1; D: -4.6; E: 1.1; F: 0.9; G: 6.2; H: 7.0; I: -3.4; J: 1.1
CN(C)C(=O)Oc1cccc(NC(=O)N2CCOCC2)c1
  A: 1; B: -0.2; C: 1.1; D: -2.4; E: 1.1; F: 1; G: -0.2; H: 12.7; I: 0.5; J: 1.1
CCOC(=O)C1(c2ccccc2)CCN(CC(=O)Nc2ccc(C)cc2)CC1
  A: 1; B: -8.0; C: 1; D: 2.0; E: 1; F: 0.9; G: 13.7; H: 4.9; I: 2.4; J: 0.9
CCN(CC)C(=O)N[C@H]1C[C@@H]2c3cccc4[nH]cc(c34)C[C@H]2N(C)C1
  A: 1; B: -8.8; C: 1.1; D: 1.2; E: 1.1; F: 1; G: 2.4; H: 8.8; I: -6.0; J: 1

High-throughput results from PubChem BioAssay.
